Screening results (PubChem)
Efa HMGR inh: inhibitors of E. faecalis class II HMGR, primary screen, biochemical, Enterococcus faecalis; AID 1066, 2008; HMG-CoA reductase (Enterococcus faecalis, mvaE); purified E. faecalis HMGR, NADPH absorbance 340 nm kinetic; inhibition, % at 10 µM; hit rate 0.41% among 190,000;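 active means inhibition above a set limit, the median over all tested compounds plus 3 SD, cut at about 9.5% in these data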;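 further: enzyme runs in reverse so mevalonate oxidation gives rising NADPH absorbance; 0% = complete reaction with DMSO and 100% = background rate lacking mevalonate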
PPARg SRC-3 ag: PPARgamma agonists recruiting SRC-3 coactivator, primary screen, biochemical; Peroxisome proliferator-activated receptor gamma (Homo sapiens), P37231; biochemical PPARgamma/SRC-3 coactivator recruitment assay; activation, % at 8 µM; hit rate 0.26% among 200,000; AID 731, 2007; in the data active means activation above about 23%;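 further: 0% = DMSO and 100% = reference agonist; some compounds past the cut are filed as inactive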
RAM inhibit: inhibitors of the yeast RAM network, primary screen, dse1pr::URA3 reporter, 5-FOA selection; S. cerevisiae dse1pr::URA3 reporter, 5-FOA growth OD615, 2 d; analog-sensitive cbk1-as2 kinase mutant strain; inhibition, % at 50 µM; hit rate 1.8% among 190,000; AID 868, 2007;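 active means inhibition above a set limit, 3 SD over mean compound inhibition, cut at about 8.4% in these data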;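 further: 0% = DMSO-only wells with no growth and 100% = 10 µM 1-NA-PP1 full growth; inhibition rescues growth on 5-FOA so higher OD means more RAM inhibition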
ROMK mod: ROMK potassium channel modulators, primary screen, cell-based, thallium flux, MLSMR library | ATP-sensitive inward rectifier potassium channel 1 (Homo sapiens), P48048 | Tet-inducible ROMK, thallium flux fluorescence; actives lie on both sides | B-score at 10 µM | hit rate 2% among 130,000 | AID 1918, 2009;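 active means signal ratio slope over the read window, or its plate-corrected B-score, at least 3 SD from the plate mean, either direction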;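 further: B-score of the F/F0 ratio slope over 7 to 12 s after thallium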
Target sequence (P48048 whole entry, looked up): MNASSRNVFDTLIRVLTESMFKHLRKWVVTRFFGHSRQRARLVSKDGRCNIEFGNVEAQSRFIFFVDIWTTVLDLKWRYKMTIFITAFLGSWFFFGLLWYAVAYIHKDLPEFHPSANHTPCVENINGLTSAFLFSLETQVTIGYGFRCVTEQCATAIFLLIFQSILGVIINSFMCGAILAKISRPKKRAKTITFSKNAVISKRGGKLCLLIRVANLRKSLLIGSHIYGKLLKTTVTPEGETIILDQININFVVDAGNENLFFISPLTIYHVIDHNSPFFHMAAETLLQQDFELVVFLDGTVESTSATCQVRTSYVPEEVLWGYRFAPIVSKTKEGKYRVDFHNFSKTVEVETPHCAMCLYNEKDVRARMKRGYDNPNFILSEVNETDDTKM
TR-FRET SRC-2 ct: TR-FRET signal artefacts, primary screen, artefact control for PPARgamma SRC-2 agonist project, biochemical; TR-FRET artefact counter-screen; active compounds read high; AID 1049, 2008; hit rate 0.4% among 200,000; TR-FRET ratio at 8 µM; in the data active means TR-FRET ratio above about 2000; further: inactives centre near 1500
DTT redox prof: compounds producing H2O2 with reducing agent – biochemical, NIH compound library profiling, artefact control for MLSCN library redox annotation, primary screen; DTT-dependent redox cycling H2O2, phenol red/HRP absorbance; 100% = 100 µM peroxide control, 0% = buffer; activation, % at 10 µM; hit rate 0.03% among 200,000; AID 878, 2007;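 active means activation of at least 50% relative to the plate's high and low controls in the primary single-dose screen; inactive means activation below 50%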;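 further: compound incubated with DTT at 0.8 mM final as the reducing agent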
Lmaj promast: Leishmania major promastigote growth inhibition, primary screen; inhibition, % at 10 µM; Leishmania major promastigotes, resazurin fluorescence viability; hit rate 9% among 200,000; in the data active means inhibition above about 50%;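 further: promastigotes grown with compound for 44 hours at 28 °C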
bIAP inh: bovine intestinal alkaline phosphatase inhibitors, primary screen, selectivity assay for TNAP inhibitor project, biochemical, bovine IAP, CDP-star luminescence | inhibition, % at 20 µM | purified bovine IAP, 30 min | 190,000 tested, under 10 active | alkaline phosphatase, intestinal [Bos taurus] | AID 1019, 2008;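 active means over 50% inhibition of intestinal alkaline phosphatase at 20 µM in the single-dose screen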
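Incubation: 30 min reaction at room temperature / Material: purified bovine intestinal alkaline phosphatase (IAP) enzyme / Input: enzyme at 1/65,000,000 dilution / Dosing: 20 µM single dose / Signal: CDP-star luminescence signal / Reagent: CDP-star chemiluminescent phosphatase substrate, 30 µM final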
S1P3 antag: S1P3 receptor antagonists, primary screen, cell-based; Sphingosine 1-phosphate receptor 3 (Homo sapiens), Q99500; CHO S1P3 NFAT-BLA reporter, FRET fluorescence, antagonist mode; inhibition, % at 4.98 µM; hit rate 0.27% among 170,000;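 active means inhibition above the plate cutoff, the mean inhibition of test wells on that plate plus 3 SD, cut at about 28% in these data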;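 further: cells challenged with S1P at its EC80 of 0.8 µM; blue over green emission ratio from cleaved BLA substrate after 4 h stimulation; 0% = S1P-stimulated wells and 100% = unstimulated DMSO-only wells; some compounds past the cut are filed as inactive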
Target sequence (Q99500 whole entry, looked up): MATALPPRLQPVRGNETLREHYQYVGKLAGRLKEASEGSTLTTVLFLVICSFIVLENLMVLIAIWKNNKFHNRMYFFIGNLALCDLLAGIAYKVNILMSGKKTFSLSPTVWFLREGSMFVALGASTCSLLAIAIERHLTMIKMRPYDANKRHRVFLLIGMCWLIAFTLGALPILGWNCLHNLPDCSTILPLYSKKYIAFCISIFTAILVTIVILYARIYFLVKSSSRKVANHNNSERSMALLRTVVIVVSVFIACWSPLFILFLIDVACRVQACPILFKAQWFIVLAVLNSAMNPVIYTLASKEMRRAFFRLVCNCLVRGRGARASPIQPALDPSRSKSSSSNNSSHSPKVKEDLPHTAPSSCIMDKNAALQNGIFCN
PPARg SRC-2 ag: agonists of PPARg-SRC-2 recruitment, primary screen, biochemical, HTS | Peroxisome proliferator-activated receptor gamma (Homo sapiens), P37231 | PPARgamma LBD-SRC-2 recruitment | activation, % at 8 µM | hit rate 0.34% among 200,000; in the data active means activation above about 22%;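 further: 0% = vehicle and 100% = reference agonist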
PPARg SRC1 recr: PPARgamma agonists recruiting SRC-1 coactivator, primary screen, biochemical; AID 631, 2007; hit rate 0.41% among 200,000; activation, % at 8 µM; PPARgamma-SRC-1 coactivator recruitment biochemical assay; Peroxisome proliferator-activated receptor gamma (Homo sapiens), P37231; in the data active means activation above about 19%;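 further: 0% = DMSO and 100% = reference agonist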
An asterisk follows results filed as active; nt = no result given.

mol | Efa HMGR inh | PPARg SRC-3 ag | RAM inhibit | ROMK mod | TR-FRET SRC-2 ct | DTT redox prof | Lmaj promast | bIAP inh | S1P3 antag | PPARg SRC-2 ag | PPARg SRC1 recr
O=C(OC(C(=O)NC1CCCCC1)c1ccccc1)c1ccco1 (stereo not drawn) | 0 | 4 | -0.4 | 0.0063 | 1610 | 1.5 | 0 | 12 | nt | 5 | 0
Cc1c(C(=O)Nc2ccc3c(c2)OCO3)sc2ncn(CC(=O)N3CC(C)CC(C)C3)c(=O)c12 (stereo not drawn) | 0 | -5 | 4.2 | -0.023 | 1589 | 1.1 | -10 | 0 | nt | 7 | 2
CC(=O)N1N=C(c2cccc([N+](=O)[O-])c2)OC1(C)CC(=O)Nc1ccccc1 (stereo not drawn) | 4 | 6 | 1.8 | -0.18 | 1691 | 0.8 | -3 | -1 | -6 | 11 | 4
COc1cc(CO)c(Br)cc1OCC(=O)Nc1ccccc1C | 0 | -5 | 3.4 | 0.15 | 1368 | -0.3 | -2 | 7 | -8 | 3 | 2
N#CCCN(C(=O)COC(=O)c1ccc(S(=O)(=O)Nc2ccccc2)cc1)c1ccccc1 | 0 | 0 | 3.7 | -0.72 | 1405 | -0.2 | -3 | 7 | -7 | 5 | 2
O=C1Nc2c(Br)cc(Br)cc2C1(O)N1CCOCC1 (stereo not drawn) | -7 | -3 | 7.3 | -0.024 | 1543 | -0.6 | 7 | 10 | -33 | -16 | -2
CC1Cc2nc(SCC(=O)NCC3CCCO3)n(Cc3ccccc3)c(=O)c2S1 (stereo not drawn) | -3 | 8 | 1.2 | nt | 1400 | 1.7 | 6 | 1 | -18 | -6 | -3
CCOc1ccccc1NC1c2ccccc2C(=O)N1c1ccc(C)cn1 (stereo not drawn) | -1 | -5 | 1.8 | nt | 1427 | -0.9 | 15 | 11 | -23 | 1 | 0
CCOc1ccccc1N1CCN(CC(=O)N(CC(C)C)c2c(N)n(CC(C)C)c(=O)[nH]c2=O)CC1 | 5 | 6 | 1.0 | -0.58 | 1647 | 0.0 | -4 | 1 | -8 | 10 | 10
Cc1ccc(NC(=O)C(=O)NC(C)C2COc3ccccc3O2)cc1 (stereo not drawn) | 1 | 7 | 2.9 | nt | 1464 | 0.8 | -5 | 9 | nt | 6 | 6
COc1cc(C(=O)N2CCC(NC(=O)C(Cc3ccc(C)cc3)NC(C)=O)CC2)cc(OC)c1OC (stereo not drawn) | 0 | -8 | 0.7 | 1.3 | 1466 | -3.2 | -5 | -17 | 7 | -5 | 2
Cc1nc(SCC(=O)N2CCC(C(N)=O)CC2)n[nH]1 | 1 | -5 | -0.6 | nt | 1389 | -0.1 | -4 | 2 | -28 | -4 | 0
O=C(CSc1nc2ccccc2s1)Nc1ncccn1 | -5 | 0 | 1.3 | nt | 1466 | -1.9 | -10 | 8 | -14 | -3 | -5
O=[N+]([O-])c1ccc(C2=Nc3cc(Cl)ccc3OC2)cc1 | -7 | 1 | 2.9 | -1.8 | 1639 | -0.4 | -4 | 1 | -9 | 6 | 5
O=c1cc(O)c2sc3nc(C(F)(F)F)c4c(c3c2[nH]1)CCCCC4 | 4 | 1 | 3.5 | 0.21 | 1421 | 0.1 | -5 | 6 | -20 | -1 | 3
CCOC(=O)c1cnc(-n2[nH]c(C)c(Cc3ccccc3)c2=O)[nH]c1=O | 2 | 0 | 0.9 | 0.81 | 1491 | 0.0 | -1 | -40 | -25 | -10 | -3
COc1ccc(OC)c(/C=C/C(=O)NC2=NCCS2)c1 | -10 | 4 | 0.3 | 0.27 | 1764 | -0.6 | 0 | -8 | 5 | 2 | 8
O=C(O)CCc1nnc(SCC(=O)Nc2ccc(Cl)c(C(F)(F)F)c2)[nH]c1=O | -4 | -2 | 7.5 | -0.55 | 1600 | 0.3 | -8 | -13 | -6 | 4 | 0
N#Cc1c(Cl)nc(N/N=C/c2ccccc2)c(Cl)c1Cl | -5 | 3 | 0.5 | nt | 1439 | 0.4 | 29 | 9 | 1 | 2 | 12
COc1cc(C2NC(=O)NC(C)=C2C(=O)OCc2ccc(C)cc2)cc(OC)c1O (stereo not drawn) | 1 | 2 | 0.9 | nt | 1704 | -3.2 | -2 | -1 | -16 | 1 | 2

Copied from the list.
CCOC(=O)c1cnc(-n2[nH]c(C)c(Cc3ccccc3)c2=O)[nH]c1=O in Efa HMGR inh shows 2
COc1cc(C(=O)N2CCC(NC(=O)C(Cc3ccc(C)cc3)NC(C)=O)CC2)cc(OC)c1OC (stereo not drawn) in Lmaj promast shows -5

Back to the main list with the two entries that preceded the break.
Screens in order – Efa HMGR inh	PPARg SRC-3 ag	RAM inhibit	ROMK mod	TR-FRET SRC-2 ct	DTT redox prof	Lmaj promast	bIAP inh	S1P3 antag	PPARg SRC-2 ag	PPARg SRC1 recr
> N#Cc1c(Cl)nc(N/N=C/c2ccccc2)c(Cl)c1Cl
  -5	3	0.5	nt	1439	0.4	29	9	1	2	12
> COc1cc(C2NC(=O)NC(C)=C2C(=O)OCc2ccc(C)cc2)cc(OC)c1O (stereo not drawn)
  1	2	0.9	nt	1704	-3.2	-2	-1	-16	1	2
> CCCC(=O)Nc1ccc2c(c1)nc1n2CCN(C2CCCCC2)C1
  -2	4	0.4	-2.2	1622	-0.3	36	2	-10	11	11
> CC(C)NC(=O)C1CCN(Cc2cnn(-c3ccccc3)c2-n2cccc2)CC1
  -2	1	0.3	-0.043	1287	0.7	0	-9	nt	-1	1
> CN(c1cccc(NS(=O)(=O)c2cccs2)c1)S(C)(=O)=O
  1	6	1.4	nt	1370	0.7	-3	2	-2	3	0
> COc1ccc(NC(=O)COC(=O)/C=C/c2ccccc2[N+](=O)[O-])cc1OC
  -6	-5	0.4	0.53	1492	-0.4	-1	19	-5	1	-5
> COC(=O)c1cc(=O)nc2sc(-c3ccc(F)cc3)nn12
  -2	6	2.1	nt	1551	2.4	-6	6	nt	12	-8
> NC(=O)CSc1ncnc2c1cnn2Cc1ccccc1
  -1	15	1.9	nt	1723	1.6	-4	6	nt	-4	2
> O=C(Nc1cccc(S(=O)(=O)N2CCOCC2)c1)c1ccc(N2CCOCC2)c([N+](=O)[O-])c1
  -3	6	0.9	nt	1415	0.0	20	29	15	4	8
> CCC(C)NC(=O)CCn1c(-c2ccc(F)cc2)cc(C(C)=O)c1C (stereo not drawn)
  9.7*	-1	1.1	-0.022	1759	-0.5	-2	-9	6	11	2
> COC(=O)c1nn(-c2ccc(OC)cc2)c(=O)cc1Sc1ccc(C)cc1
  2	-2	5.4	0.62	1658	0.7	-7	-14	-1	2	-6
> Cc1[nH]c(=S)[nH]c(=O)c1Cc1ccccc1
  -1	4	0.0	nt	1682	1.9	-5	7	-24	4	-3
> COc1ccc(OC)c(NC(=O)CSc2nnc(Cc3cccn3C)n2CCc2ccccc2)c1
  -6	4	3.0	nt	1460	-0.9	15	-5	15	0	-4
> CC12C=CC3(CN(Cc4ccccc4)C(=O)C3C1C(=O)NC1CC1)O2 (stereo not drawn)
  -5	1	-0.1	nt	1531	-0.3	-6	-1	nt	2	7
> CCOc1ncccc1C(=O)N1CCN(Cc2ccc3c(c2)OCO3)CC1
  -3	-7	2.5	nt	1510	-1.0	-5	-1	nt	4	4
> O=C(CCS(=O)(=O)c1cc(Br)cc2c1N(C(=O)C1CC1)CC2)N1CCN(c2ccccn2)CC1
  1	-4	1.4	-0.064	1345	-1.8	4	-15	-9	0	-3
> CCc1nnc(NS(=O)(=O)c2ccc(NC(=S)NC(=O)/C=C/c3ccc(F)cc3)cc2)s1
  -1	3	6.1	nt	1363	0.6	1	-5	-20	1	2
> O=C1C(Cc2ccccc2)SC(=Nc2ccccc2)N1c1ccccc1 (stereo not drawn)
  -3	-2	5.2	nt	1702	1.6	-1	4	nt	4	4
> COc1c(C(C)C)cc(NC(C)=O)cc1C(C)C
  4	0	0.2	0.079	1478	-0.1	7	33	nt	2	6
> Cn1ccs/c1=N\C(=O)Nc1ccccc1
  -3	-1	2.7	0.48	1576	0.4	-4	-17	-13	-3	4
> Nn1cc(-c2ccccc2)nc1SCC(=O)NCCN1C(=O)CSC1=O
  -2	10	1.0	0.34	1520	1.7	-5	6	-9	-7	-2
> CC1(C)CC(=O)C=C(Nc2cccc(O)c2)C1
  -1	-5	0.8	nt	1551	1.6	-3	9	15	-1	10
> CC(C)COC(=O)CCn1[nH]c(=O)c2ccccc2c1=O
  -1	11	1.3	0.045	1420	2.2	-5	10	13	0	4
> C[C@@H]1O[C@@H](O[C@H]2[C@H](Oc3cc(O)c4c(c3)O[C@H](c3ccc(O)cc3)CC4=O)O[C@H](CO)[C@@H](O)[C@@H]2O)[C@H](O)[C@H](O)[C@H]1O
  -5	nt	0.9	0.61	nt	-0.2	-5	-18	-4	nt	nt
> CN(C)Cc1ccccc1Cc1ccccc1
  -1	-4	-0.1	-0.19	1521	0.0	0	12	-6	1	7
> COc1cccc(Nc2c(F)c(OC)c(F)c(F)c2C(=O)O)c1
  -6	8	2.1	-0.35	1505	-3.8	-2	6	17	7	7
> CCN(CC)C(=O)c1ccc(C)c(Br)c1
  -3	0	1.6	-0.23	1441	0.9	-2	5	-1	4	1
> COc1ccccc1CCN=C(N)NS(=O)(=O)c1ccccc1
  2	1	0.0	2	1478	0.9	-6	20	0	12	5
> CC(C)c1cc(C(F)(F)F)n2nc(C(=O)Nc3ccc4c(c3)OCO4)cc2n1
  -7	-11	3.1	nt	1419	3.1	-5	19	14	5	0
> O=C(c1ccc2c(Cl)c3c(nc2c1)CCCC3)N1CCN(c2ccc(F)cc2)CC1
  -2	0	1.7	-1	1594	1.3	-4	7	-8	7	10
> Cc1ccc(S(=O)(=O)N2CCCOC2CNC(=O)C(=O)NCCC2=CCCCC2)cc1 (stereo not drawn)
  0	6	3.0	-1.1	1549	-0.1	2	-2	6	-1	-5
> CN(C)c1cccc2c1C(=O)c1ccccc1C2=O
  -4	-2	0.3	-0.32	1435	0.1	1	-2	-28	12	16
